# KAT2A inh: inhibitors of human GCN5L2 histone acetyltransferase; GCN5L2 HAT assay, ThioGlo1 CoA-SH fluorescence; Potency, µM (titrated, usually from 58.9 µM), for inactives: at the top dose activity change, negative = inhibition, hits mostly inhibitors; hit rate 0.21% among 390,000; AID 504327
# Target sequence (Q92830 whole entry, looked up): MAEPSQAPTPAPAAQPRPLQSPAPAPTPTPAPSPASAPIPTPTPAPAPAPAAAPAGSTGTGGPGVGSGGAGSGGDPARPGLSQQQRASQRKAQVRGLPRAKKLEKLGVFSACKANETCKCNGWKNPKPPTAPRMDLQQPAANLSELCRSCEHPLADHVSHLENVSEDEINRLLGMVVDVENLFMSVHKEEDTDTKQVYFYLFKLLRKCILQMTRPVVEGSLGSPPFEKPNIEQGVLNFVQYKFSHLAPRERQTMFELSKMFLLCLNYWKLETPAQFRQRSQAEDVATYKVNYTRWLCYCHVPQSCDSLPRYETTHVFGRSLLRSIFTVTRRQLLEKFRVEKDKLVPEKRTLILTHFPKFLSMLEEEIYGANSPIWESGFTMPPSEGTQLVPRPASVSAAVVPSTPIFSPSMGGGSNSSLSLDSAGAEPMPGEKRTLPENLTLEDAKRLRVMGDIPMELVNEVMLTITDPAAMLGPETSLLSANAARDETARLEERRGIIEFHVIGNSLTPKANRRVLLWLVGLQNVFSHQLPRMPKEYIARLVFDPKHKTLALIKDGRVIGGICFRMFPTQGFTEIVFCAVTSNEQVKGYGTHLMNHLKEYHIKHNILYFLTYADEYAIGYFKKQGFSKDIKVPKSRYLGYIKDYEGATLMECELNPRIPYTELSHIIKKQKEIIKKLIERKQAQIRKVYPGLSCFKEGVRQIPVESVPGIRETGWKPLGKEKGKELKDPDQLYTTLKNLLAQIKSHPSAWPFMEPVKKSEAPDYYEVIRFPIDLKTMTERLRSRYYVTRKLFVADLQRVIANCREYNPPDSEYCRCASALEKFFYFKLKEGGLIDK
#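 ThioGlo1-coupled HAT assay: 20nM GCN5L2, 70uM acetyl-CoA, 75uM H3(1-25) peptide, pH 7.5. Fluorescence read at 340/540nm at start and after 20 min at room temperature.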
# FEN1 inh: blocks human flap endonuclease 1; P39748; Recombinant FEN1 flap cleavage, fluorescence, 15 min; Potency, µM (titrated, usually from 114 µM), without a hit: top-dose activity change, negative = inhibition, hits mostly inhibitors; hit rate 0.35% among 390,000; AID 588795; note: nearly all actives have a fitted effect of over 65% in size
#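 Quantitative HTS format: each compound was titrated, incubated with 10 nM nuclease for 15 min at room temperature, then challenged with flap substrate at 50 nM final. Signal change over 15 min gave concentration–effect curves.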
# N370S GC: N370S glucocerebrosidase modulation, Gaucher chaperone candidate; Potency, µM (titrated, usually from 59.4 µM), for inactives: at the highest dose activity change, negative = inhibition, most hits filed as inhibitors; N370S GC spleen homogenate, 4MU-glucoside fluorescence; P04062; hit rate 0.092% among 330,000; AID 2101;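 note: 0% = full enzyme activity and -100% = no enzyme basal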
# * = called active by the depositor; ? = inconclusive; nt = no result given; & = joins results of further samples; [ ] = remark or other dose. Calls come from the whole dose curve; as a rule, active = well fitted curve in the direction sought with a large enough effect; inconclusive = small, poorly fitted or top-dose-only effect, or another doubt; inactive = no such curve, though single readings can be large; an effect the other way counts as inactive or inconclusive. Unless noted, % is set by controls: 0 for no effect and ±100 for the full control effect; potency is the fitted concentration of half-maximal effect.
# Value order – N370S GC | FEN1 inh | KAT2A inh
1	COc1ccc(NC(=O)C2=C(C)Nc3nc(SCc4ccc(Cl)cc4)nn3C2c2cccc(OC)c2OC)cc1 (centres undefined)
    nt | 9% | -3%
2	Cc1cc(C)cc(NC(=O)CSc2ccc(-c3cccs3)nn2)c1
    ? | 2%&-13% | -15%&-10%
3	CCC1CCCCN1Cc1nc2ccccc2c(=O)n1CC(C)=O (centres undefined)
    -3% | 20% | -5%
4	Fc1cccc(NC(=S)NCCN2CCOCC2)c1
    10% | -4% | 2%
5	COc1ccc(-c2nc3ccccc3o2)cc1NC(=O)C(C)Oc1ccc(Cl)cc1Cl (centres undefined)
    nt | ? | 0%
6	CC(=O)C(C(c1ccccc1)c1c[nH]c2ccccc12)[N+](=O)[O-] (centres undefined)
    2% | -26% | 13%
7	COc1ccc(S(=O)(=O)N(CC(=O)Nc2ccc(S(=O)(=O)N3CCOCC3)cc2)c2ccccc2)cc1
    -7% | -6% | 46%[activator]
8	Cn1c(=O)c(C(=O)Nc2ncccc2O)c(O)c2ccccc21
    -3% | 50µM* | -21%
9	CCCN(C(=O)CSc1nnc(N)s1)c1c(N)n(Cc2ccccc2)c(=O)[nH]c1=O
    nt | -12% | -8%
10	Cc1cccc(C(=O)N2CCc3cc(CNC(=O)c4cc5ccccc5[nH]4)ccc32)c1
    nt | 0% | -6%
11	Cc1nc2scc(C)n2c(=O)c1S(=O)(=O)N1CCN(c2ccc(F)cc2)CC1
    -5% | 19% | -15%
12	CCCNS(=O)(=O)c1ccc(CCC(=O)Nc2ccc3c(c2)OCO3)cc1
    -12%[2.35 µM] | -14% | -2%
13	CC(C)NC(=O)C(C)Oc1ccc(S(=O)(=O)NCc2ccc3c(c2)OCO3)cc1 (centres undefined)
    1% | -1% | -3%
14	CCc1ccc(NC2=NC(C(=O)NC3CCCCC3)CC(=O)N2)cc1 (centres undefined)
    2% | -5% | 2%
15	Cc1nn(C)cc1C=NCCOCc1ccccc1
    5% | 4% | 2%
16	CCOc1ccc(OCC)c(NC(=O)CN2CCN(c3ccc(C)cc3C)CC2)c1
    11% | -13% | -5%
17	COc1ccc(NC(=O)c2ccco2)cc1NC(=O)c1c(OC)cccc1OC
    -2% | 0%&-23% | -2%&-5%
18	CCOCc1cc(CN2CCN(c3cccc(C(F)(F)F)c3)CC2)c(O)c2ncccc12
    nt | ? | -17%
19	O=C(COc1ccc(Br)cc1Br)NC1CCCC1
    12% | -1% | -4%
20	CC(C)(C)n1ncc2c(=O)n(CC(=O)N3CCCC3)cnc21
    -3% | -2% | -1%
21	CC(C(=O)NCc1cccnc1)c1ccc([N+](=O)[O-])cc1 (centres undefined)
    -7% | 5% | ?
22	Fc1ccccc1CSc1nnnn1-c1ccc2c(c1)OCO2
    10% | 3% | -4%
23	Cc1ccccc1-n1c(SCC(N)=O)nc2sc(-c3ccccc3)cc2c1=O
    1% | -2% | -2%
24	CCNC(=O)NC(=O)C(C)Sc1nc2ccccc2n1CC(C)C (centres undefined)
    26% | -10% | 28%
25	Cc1nc2ccccc2n1CCc1nc2c3ccccc3nc(SCC(=O)Nc3cccc(C(F)(F)F)c3)n2n1
    nt | 5% | -7%
26	COc1ccc(CCNC(=O)c2cc3c(=O)n4ccccc4nc3n(C3CCCCC3)c2=N)cc1
    3% | -19% | -6%
27	Nc1nc(SCC(=O)Nc2ccc(S(N)(=O)=O)cc2)n[nH]1
    -10% | -1% | 1%
28	Cc1cc(C)c(C)c(C(=O)CSc2nnc(-c3ccc4[nH]c(C)c(C)c4c3)o2)c1C
    -1% | 0% | -1%
29	O=C(Cn1ncc(N2CCCC2)c(Br)c1=O)c1ccc(Cl)cc1
    3% | 5% | -3%
30	CC(C)C(=O)Nc1ccc(-c2csc(-c3ccccc3)n2)cc1
    6% | 9% | -6%
31	O=C(NCc1ccco1)c1cc(S(=O)(=O)N2CCOCC2)c(Cl)cc1Cl
    -2% | 3% | -4%
32	CC(C)(c1ccccc1)c1ccc(OCCCNCCO)cc1
    -7% | 4% | -3%
33	O=C(/C=C/Nc1ccccc1C(=O)O)c1cccs1
    14% | 6% | -14%
34	Cc1cc(C)cc(N(C(=O)c2sc(C)nc2C)C(C(=O)NCc2ccco2)c2ccccc2)c1 (centres undefined)
    -1% | 9% | -6%
35	O=C(Nc1ccc(Cl)cc1)[C@@H]1[C@@H]2C(=O)N(c3ccc(Cl)cc3)C(=O)[C@@H]2[C@H]2C=CC=NN21
    0% | -15% | -9%
36	COC(=O)CSc1nnc(CNc2ccc(OC)cc2)n1C
    -4% | 3% | 1%
37	CCn1cc(C(=O)OCC(=O)Nc2cccc(Cl)c2Cl)c(=O)c2ccc(C)nc21
    3% | -8% | 1%
38	O=C(CCC1COc2ccccc2O1)NCc1ccco1 (centres undefined)
    3% | -12% | 3%
39	CCOc1ccccc1CNC(=O)c1nn(CC)cc1[N+](=O)[O-]
    -11% | -10% | -2%
40	CCOc1ccc(C(=O)NCCNC(=O)c2ccc(OCC)cc2)cc1
    5% | -3% | -1%
41	Cc1ccc(-c2cc(C(=O)NC3CCN(Cc4ccccc4)CC3)c3ccccc3n2)cc1
    -4% | 1% | -4%
42	Cc1noc(C)c1C(=O)N1CCC[C@@]2(CCN(C(=O)Nc3ccccc3)C2)C1
    14% | nt | -12%
43	CCCn1c(CN2CCN(C(=O)OCC)CC2)nc2c1c(=O)n(C)c(=O)n2C
    -18% | -9% | -4%
44	CC(=O)Nc1ccc(NC(=O)CC2CCCC2)cc1
    0% | 3% | -1%
45	CCCCCCNC(=O)c1cn(CC)c2cc(N3CCN(C)CC3)c(F)cc2c1=O
    ? | 13% | 44%[activator]
46	CCOC(=O)c1c(C)[nH]c(C)c1C(=O)COC(=O)/C=C/c1ccco1
    nt | 4% | 2%
47	CCCn1c(CNc2ccccc2O)nc2ccccc21
    -5% | 0% | ?
48	COc1ccc(C(=O)NCC(c2cccs2)S(=O)(=O)c2ccc(F)c(C)c2)cc1 (centres undefined)
    nt | -18% | -7%
49	CC1(C)CC(=O)C/C(=N\NC(=O)C2C3CCCCC32)C1 (centres undefined)
    -12% | 5% | -8%
50	S=C(NC1CCCC1)NN1CCOCC1
    4% | 13% | -3%

# Additional entries follow:
# Value order – N370S GC | FEN1 inh | KAT2A inh
51	Cc1nn(C/C(C#N)=N\O)c(C)[n+]1N
    -5% | -4% | -3%
52	COc1ccc(CC(=O)Nc2ccc(C(=O)NC(C)(C)C)cc2)cc1OC
    2% | 19% | 16%
53	O=C(O)/C=C/C(=O)NNC(=O)c1ccc(Cl)cc1Cl
    -1% | -1% | -3%
54	COc1ccccc1C(C)NC(=O)CN(C)CC(=O)Nc1c(C)cccc1C (centres undefined)
    nt | 19% | -1%
55	CCN(CC)S(=O)(=O)c1cc(NC(=O)C2CSC3(C)CCC(=O)N23)ccc1C (centres undefined)
    nt | 7% | -5%
56	Cn1c(=O)c(=O)n(C)c2cc(S(=O)(=O)N3CCN(c4cccc(C(F)(F)F)c4)CC3)ccc21
    -2% | -2% | -1%
57	CCN(CC)S(=O)(=O)c1ccc(NC(=O)CO/N=C(\N)c2ccccc2)cc1
    -7% | -15% | -2%
58	COC(=O)c1ccc(C(=O)Nc2nnc(-c3cccnc3)o2)cc1
    -9% | nt | -10%
59	CCc1ccc(CN(C)CC(=O)Nc2ccc3c(c2)CCC3)cc1
    -10% | -17% | -11%
60	COC(=O)c1ccccc1NC(=S)N1CCOCC1
    -13% | 24% | 2%
61	CN1C=CC2=C(C#N)C(N)C(C#N)(C#N)[C@H](c3ccccc3)[C@H]2C1 (some centres undefined)
    4% | -8% | -4%
62	COc1cc2nc(NCCc3ccccc3)n3nc(-c4cccnc4)nc3c2cc1OC
    nt | -6% | -9%
63	COC(=O)C(CCSC)NC(=O)c1c(C)oc2ncn(CC(C)C)c(=O)c12 (centres undefined)
    nt | 19% | 3%
64	O=C1NC(c2cccc(Cl)c2)Nc2ccccc21 (centres undefined)
    -5% | -5% | -1%
65	COc1ccc(N=CC2=C(O)c3ccccc3C2=O)c(OC)c1
    2% | -20% | 2%
66	C/C(=N\NC(=O)COc1ccccc1)c1cccs1
    6% | -8% | -9%
67	Cc1cc(C)cc(-n2c(SCC(=O)Nc3nnc(C)s3)nc3c([nH]c4ccccc43)c2=O)c1
    nt | 3% | -7%
68	CCOc1ncccc1C(=O)Nc1cccc(Cl)c1Cl
    8% | 1% | -6%
69	COCCCNC(=O)CNC(=S)N(Cc1cc(OC)c(OC)c(OC)c1)C1CCCC1
    -3% | 0% | -1%
70	O=C(COC(=O)c1cncc(Br)c1)NC1CC1
    1% | -8% | -2%
71	O=C(Cc1ccccc1F)Nc1ccc(Cl)nc1
    6% | -9% | 0%
72	CCN1C(=NCc2ccco2)N[C@@H](c2cccc(F)c2)C(C(=O)OC)=C1C
    -1%&1% | 50%[activator] | -14%&-7%
73	CC(C)(C)NC(=O)CSc1ncnc2c1cnn2-c1ccccc1
    -4% | 21% | -2%
74	CC1NC(C)(C)Cc2c1ccc1ccccc21 (centres undefined)
    -2% | 1% | 9%
75	C=C1C(CCl)(CCl)C2(Cl)C(Cl)C(Cl)C1(Cl)C2(Cl)Cl (centres undefined)
    2% | nt | -2%
76	OCCNCc1ccc(OC2CCCC2)cc1
    -4% | 6% | -12%
77	CCC1CN(S(=O)(=O)c2ccc3c(c2)NC(=O)CC(=O)N3)c2cc(Cl)ccc2O1 (centres undefined)
    1.6µM* | -12%&12% | -4%&1%
78	Cc1ccc(CNc2nc(N)c([N+](=O)[O-])c(Nc3cccc(F)c3)n2)cc1
    2% | -22% | -3%
79	Cc1ccc(-c2nc(C3CCN(S(=O)(=O)c4ccc(C(F)(F)F)cc4)CC3)no2)cc1
    19% | -10% | -8%
80	Cc1[nH]c2ccc(Br)cc2c(=S)c1C/C=C/Cl
    4% | -25% | -2%
81	O=C1CSc2ccccc2N1Cc1ccccc1F
    2% | -22% | -7%
82	CC1CC1C(=O)OCC(=O)NCc1ccc(Cl)cc1Cl (centres undefined)
    nt | -2% | -2%
83	Cc1ccc(NC(=O)CO/N=C(\N)c2nonc2N)cc1
    -19% | -14% | -11%
84	CCOC(=O)CC(=O)CSc1nc2ccsc2c(=O)n1Cc1ccccc1
    nt | 0% | 6%
85	COC(=O)CC1C(C)(C)C(=O)C2CC3C4=CC(=O)OC(c5ccoc5)[C@]4(C)CCC3[C@@]1(C)C2=O (some centres undefined)
    0% | nt | 4%
86	NC(=NCCc1ccc(Cl)cc1)NS(=O)(=O)c1ccccc1
    -16% | 14% | -2%
87	CC(=O)C1=C(O)C(=O)N(CCN2CCOCC2)C1c1ccccc1 (centres undefined)
    0% | -18% | 5%
88	Cc1ccc(S(=O)(=O)Nc2nc3ccccc3nc2NCC2CCCO2)c(C)c1 (centres undefined)
    24% | -5% | -2%
89	COc1cc(/C=N/NC(=O)c2ccc(Cn3cc([N+](=O)[O-])cn3)o2)cc(Br)c1O
    3% | -17% | ?
90	CC(C(=O)NCC1CCCCC1)N1CCN(S(=O)(=O)/C=C/c2ccccc2)CC1 (centres undefined)
    -16% | -6% | -1%
91	O=C(Nc1ccc2[nH]c3c(c2c1)CCCC3)c1ccco1
    -10% | -1% | 0%

# From entry 75 to 91, as listed above:
# Value order – N370S GC | FEN1 inh | KAT2A inh
75	C=C1C(CCl)(CCl)C2(Cl)C(Cl)C(Cl)C1(Cl)C2(Cl)Cl (centres undefined)
    2% | nt | -2%
76	OCCNCc1ccc(OC2CCCC2)cc1
    -4% | 6% | -12%
77	CCC1CN(S(=O)(=O)c2ccc3c(c2)NC(=O)CC(=O)N3)c2cc(Cl)ccc2O1 (centres undefined)
    1.6µM* | -12%&12% | -4%&1%
78	Cc1ccc(CNc2nc(N)c([N+](=O)[O-])c(Nc3cccc(F)c3)n2)cc1
    2% | -22% | -3%
79	Cc1ccc(-c2nc(C3CCN(S(=O)(=O)c4ccc(C(F)(F)F)cc4)CC3)no2)cc1
    19% | -10% | -8%
80	Cc1[nH]c2ccc(Br)cc2c(=S)c1C/C=C/Cl
    4% | -25% | -2%
81	O=C1CSc2ccccc2N1Cc1ccccc1F
    2% | -22% | -7%
82	CC1CC1C(=O)OCC(=O)NCc1ccc(Cl)cc1Cl (centres undefined)
    nt | -2% | -2%
83	Cc1ccc(NC(=O)CO/N=C(\N)c2nonc2N)cc1
    -19% | -14% | -11%
84	CCOC(=O)CC(=O)CSc1nc2ccsc2c(=O)n1Cc1ccccc1
    nt | 0% | 6%
85	COC(=O)CC1C(C)(C)C(=O)C2CC3C4=CC(=O)OC(c5ccoc5)[C@]4(C)CCC3[C@@]1(C)C2=O (some centres undefined)
    0% | nt | 4%
86	NC(=NCCc1ccc(Cl)cc1)NS(=O)(=O)c1ccccc1
    -16% | 14% | -2%
87	CC(=O)C1=C(O)C(=O)N(CCN2CCOCC2)C1c1ccccc1 (centres undefined)
    0% | -18% | 5%
88	Cc1ccc(S(=O)(=O)Nc2nc3ccccc3nc2NCC2CCCO2)c(C)c1 (centres undefined)
    24% | -5% | -2%
89	COc1cc(/C=N/NC(=O)c2ccc(Cn3cc([N+](=O)[O-])cn3)o2)cc(Br)c1O
    3% | -17% | ?
90	CC(C(=O)NCC1CCCCC1)N1CCN(S(=O)(=O)/C=C/c2ccccc2)CC1 (centres undefined)
    -16% | -6% | -1%
91	O=C(Nc1ccc2[nH]c3c(c2c1)CCCC3)c1ccco1
    -10% | -1% | 0%

# Bioassay records from PubChem.
